# Dicer processing: inhibitors of human Dicer processing of pre-microRNA; Q9UPY3; 47,000 compounds, 6% hits; z-score at 25 µM; cat-ELCCA pre-miR-21 Dicer processing, chemiluminescence; stronger effect = higher value; AID 1347074; in the data active = z-score above about 3, passing the limit was not always enough;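 note: plate controls were vehicle for no effect and no enzyme for full effect; higher signal means more uncleaved substrate so more Dicer inhibition; strong numbers were not always called active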
# The depositor's hits bear a star.
SMILES,Dicer processing
COc1ccccc1Nc1nc(C2(C)CCC(=O)O2)cs1 (stereo not drawn),0.97
CNCCc1ccccn1,-0.71
N#Cc1cnc(Oc2ccc(Cl)cc2)nc1N,-0.92
COc1ccc(CCN2C(=O)CSC2=Nc2c(Br)cc(F)cc2Br)cc1OC,-0.01
S=C(NCc1cccnc1)c1ccccc1,-0.17
CCOC(=O)c1nnn(-c2nonc2N)c1CN(CC)c1ccccc1,5.1*
C=C1SC(=Nc2ccccc2Cl)N(C(=O)c2sc3ccccc3c2Cl)C12CCCCC2,0.29
COC(=O)C1C(=O)CC(C)(O)C(C(=O)OC)C1c1ccc(Br)cc1 (stereo not drawn),-0.98
O=C(NCc1cccnc1)c1ccc(Cl)cc1[N+](=O)[O-],-0.17
O=C(Cn1nc(C(F)(F)F)c2c1CCCC2)NC1CCCC1,0.89
Nc1nccnc1C(=O)NNC(=O)c1cccc(C(F)(F)F)c1,0.39
Cn1c2c(c(=O)n(C)c1=O)CN(CCc1ccc(Cl)cc1)CN2,-8.3
C=CCNC(=O)CSc1nc2c(c(C(F)(F)F)n1)CCc1ccccc1-2,1.7
COCCCN1C(=O)C(=O)/C(=C(/O)c2ccc(C)cc2)C1c1cc(OC)ccc1OC (stereo not drawn),-2
Cc1nc(-c2cccc(CSc3nnc(C(F)(F)F)n3C)c2)no1,-0.78
CS/C(=C(\C#N)C(=O)C1CC1)N1CCOCC1,-1.3
COc1nccnc1NS(=O)(=O)c1ccc(NCc2cc(Br)ccc2O)cc1,6.3*
O=C(Nc1sc2c(c1C(=O)O)CCCC2)c1ccco1,0.04
Nc1c2c(=O)[nH]c(-c3ccccc3)nc2nn1-c1ccccc1,-1.1
Cc1ccc(-c2nnc(Nc3ccc(O)cc3)c3ccccc23)cc1S(=O)(=O)NCC1CCCO1 (stereo not drawn),1.1
CSc1nc(-c2ccccc2)c(C#N)c(=O)[nH]1,1.3
COc1cc(/C=C/c2[nH]c(=O)[nH]c(=O)c2[N+](=O)[O-])ccc1OCc1ccccc1,1.1
Cn1c2c(c(=O)n(C)c1=O)C(C(=O)Nc1ccc(Cl)cc1)CC(=O)N2 (stereo not drawn),1.4
C(=C\c1nc2ccccc2o1)/c1ccccc1,-0.71
NC(=S)c1ncc(C(F)(F)F)cc1Cl,-0.24
CCOC(=O)CSC(=Nc1ccccc1)c1c(-c2c(Cl)cccc2Cl)noc1C,0.93
COc1ccccc1Cc1nc(-c2ccc(OC)c(OC)c2)no1,2.2
N#Cc1c(C(F)(F)F)cc(-c2ccccc2)n(N)c1=O,1.7
Oc1ccccc1/C=N/Nc1nnc2c(n1)[nH]c1ccccc12,3.4*
Cc1ccc(NC(=S)Nc2ccccc2Cl)cc1NS(C)(=O)=O,-2.5

# Some of the entries above, set out differently:
Molecule: O=C(Cn1nc(C(F)(F)F)c2c1CCCC2)NC1CCCC1
  Dicer processing = 0.89

Molecule: Cn1c2c(c(=O)n(C)c1=O)C(C(=O)Nc1ccc(Cl)cc1)CC(=O)N2 (stereo not drawn)
  Dicer processing = 1.4

Molecule: COC(=O)C1C(=O)CC(C)(O)C(C(=O)OC)C1c1ccc(Br)cc1 (stereo not drawn)
  Dicer processing = -0.98

Molecule: C=C1SC(=Nc2ccccc2Cl)N(C(=O)c2sc3ccccc3c2Cl)C12CCCCC2
  Dicer processing = 0.29

# Next records
SMILES,Dicer processing
CCC1=Nc2ccccc2-c2nnc(SC)nc2O1,0.12
Cc1[nH]n(-c2ccccc2)c(=O)c1N=Nc1ccc(N2CCCCC2)cc1,3.6*
COC(=O)c1sc2c(c1N)CSc1ccc(Cl)cc1-2,-0.95
COc1ccc(C(N)=O)c(Cl)c1OC,-0.97
CCOc1ccc(-c2c[n+]3c(n2Cc2ccccc2)SCCC3)cc1,1.9
O=S1(=O)CC(O)C(S(=O)(=O)Cc2ccc(Cl)cc2)C1 (stereo not drawn),0.55
COCc1[nH]nc2c1C(c1c[nH]c3ccccc13)C(C#N)=C(N)O2 (stereo not drawn),-6.6
C[C@H]1C[C@@H]2[C@H]([C@@H](O)C[C@@]3(C)[C@H]2CC[C@]3(O)C(=O)CO)[C@@]2(C)C=CC(=O)C=C12,-0.07
CC(C)/C(=N\OC(=O)c1ccc([N+](=O)[O-])cc1)c1ccccc1,0.67
O=S(=O)(c1c(Cl)cc(C(F)(F)F)cc1Cl)N1CCOCC1,-1.9
COc1cc2c3c(c1OC)C1(C=CC(=O)C=C1)CC3N(C(=O)CCC(=O)O)CC2 (stereo not drawn),0.58
CCN1C(=O)c2cccc3c(S(=O)(=O)Nc4cc(C)on4)ccc1c23,-2.4
CC(=O)OC1CCN(c2cc(C(F)(F)F)nc3cc(Cl)cc(Cl)c23)CC1,-1.4
c1ccc(Nc2nc(Nc3ccccc3)nc(N3CCOCC3)n2)cc1,2.5
CC(C)c1ccc(N(CCc2ccccn2)S(=O)(=O)c2ccc(Cl)cc2)cc1,-0.96

# Exported tab-delimited: part of the list above
SMILES	Dicer processing
Cc1ccc(NC(=S)Nc2ccccc2Cl)cc1NS(C)(=O)=O	-2.5
CCC1=Nc2ccccc2-c2nnc(SC)nc2O1	0.12
Cc1[nH]n(-c2ccccc2)c(=O)c1N=Nc1ccc(N2CCCCC2)cc1	3.6*
COC(=O)c1sc2c(c1N)CSc1ccc(Cl)cc1-2	-0.95

# (continued)
SMILES,Dicer processing
Cc1ccc(CNCc2ccc3c(c2)OCO3)s1,-0.56
CC1CCN(c2ncnc3sc4c(c23)CCC(C)C4)CC1 (stereo not drawn),-1.5
COc1cc2c(cc1OC)C(c1ccc(F)cc1)C1=C(CC(C)(C)CC1=O)N2 (stereo not drawn),2
Cc1cc(NC(=O)C2CC(c3cccc(Br)c3)=NO2)no1 (stereo not drawn),0.05
CC(C)(C)NC(=O)c1cc2c(n(-c3ccc(Cl)cc3)c1=O)CCCC2=O,0.69
CCOC(=O)C1=C(C)NC(C)=C(C(=O)OCC)C1/C=C/c1ccccc1,-0.51
CCCOc1ccc(C2C(C(=O)c3cc4ccccc4o3)=C(O)C(=O)N2CCN(C)C)cc1 (stereo not drawn),0.28
Cn1nc(-c2ccccc2)cc1NC(=O)CN1C(=O)c2ccccc2S1(=O)=O,-0.56
COC(=O)c1sccc1NC(=O)CC1C(=O)NCCN1S(=O)(=O)c1cccs1 (stereo not drawn),0.31
Cc1nc(-c2nnc(SCc3nc(-c4ccc(C5SCCS5)cc4)no3)n2C)cs1,-1
Cc1ccc(C(=O)CC2(O)C(=O)N(C)c3ccccc32)c(C)c1 (stereo not drawn),0.81
Cc1cc(=O)n2c(n1)NC(Nc1cccc(C)c1C)=NC2c1ccccc1 (stereo not drawn),-1.2
O=C(c1ccc(Cl)cc1)n1c(=O)oc2cc(Cl)ccc21,2
NC(=O)COc1ccc(C2c3c(oc4ccccc4c3=O)C(=O)N2c2nncs2)cc1 (stereo not drawn),0.83
Cc1ccc2occ(C3Nc4cc(C)c(C)cc4NC4=C3C(=O)CC(C)(C)C4)c(=O)c2c1 (stereo not drawn),2

# Reprinted from the part before: seven entries, followed by the next part.
SMILES,Dicer processing
COC(=O)c1sccc1NC(=O)CC1C(=O)NCCN1S(=O)(=O)c1cccs1 (stereo not drawn),0.31
Cc1nc(-c2nnc(SCc3nc(-c4ccc(C5SCCS5)cc4)no3)n2C)cs1,-1
Cc1ccc(C(=O)CC2(O)C(=O)N(C)c3ccccc32)c(C)c1 (stereo not drawn),0.81
Cc1cc(=O)n2c(n1)NC(Nc1cccc(C)c1C)=NC2c1ccccc1 (stereo not drawn),-1.2
O=C(c1ccc(Cl)cc1)n1c(=O)oc2cc(Cl)ccc21,2
NC(=O)COc1ccc(C2c3c(oc4ccccc4c3=O)C(=O)N2c2nncs2)cc1 (stereo not drawn),0.83
Cc1ccc2occ(C3Nc4cc(C)c(C)cc4NC4=C3C(=O)CC(C)(C)C4)c(=O)c2c1 (stereo not drawn),2
CCCCN1C(=O)C(O)(c2c[nH]c3ccccc23)c2cc(Br)ccc21 (stereo not drawn),1.7
COc1ccc(-c2cn3ccccc3n2)cc1Br,1.1
CCSc1nncc(-c2ccccc2)n1,0.81
CCC12CCCN3CCc4c(n(c5ccccc45)C(=O)C1)C32 (stereo not drawn),-0.35
COC(=O)c1c(NC(=O)c2cc3ccccc3c(=O)o2)sc2c1CCC2,-1.3
COc1cccc(O)c1C1=Nc2ccccc2SC(c2ccccc2)C1 (stereo not drawn),-0.3
O=c1[nH]nc(Sc2ncc([N+](=O)[O-])s2)n1-c1ccc(OCc2ccccc2)cc1,-0.84
COc1ccc(C(=O)CSC2=NCCCCCC2)cc1,-2.4
CN(C)c1c(F)cc(C(=O)NC(=O)Nc2nnc(C(F)(F)F)s2)cc1F,-0.95
CCCN1C(=O)C2(/C(=C(/O)c3ccc(OCC)cc3)C(=O)C(=O)N2CCOC)c2ccccc21 (stereo not drawn),1.1
Cn1ncc(C(=O)O)c1NNC(=O)CC(C)(C)CC(=O)O,0.85
CCOc1ccccc1C1C(C(=O)OC(C)C)=C(C)NC2=C1C(=O)CCC2 (stereo not drawn),-0.14
Cc1[nH]c2ccccc2c1C1(O)C(=O)N(CCOc2ccc(Cl)cc2)c2ccccc21 (stereo not drawn),-1.3
CC(C)(C)c1ccc(C(=O)/C=c2\[nH]c(=O)/c(=C\c3cccs3)s2)cc1,3.4*
CC(C)NC(=O)N1CCN(c2ccc(C(F)(F)F)cc2[N+](=O)[O-])CC1,-0.11
CC(=O)Nc1cc(Cl)ccc1C(=O)O,-0.69
CC1(C)Cc2c(c(-c3ccco3)nc3sc4c(NC5CCCCC5)ncnc4c23)CO1,2
CN(C)CCCNS(=O)(=O)c1cc(C(F)(F)F)cc(C(F)(F)F)c1,2.7
O=C(NCc1ccc2c(c1)OCCCO2)c1cnc2ccccc2n1,-0.31
COc1ccc(C2Nc3ccccc3-c3cc(C)nn32)c(OC)c1 (stereo not drawn),0.44
Cc1ccccc1Nc1cccc2nonc12,-1.2
CCOC(=O)/C(C#N)=C(\Nc1ccc(C(=O)OCC)cc1)SC,-0.06
CC(=O)OCC(=O)[C@@]12OC(C)(C)O[C@@H]1C[C@H]1[C@@H]3C[C@H](F)C4=CC(=O)C=C[C@]4(C)[C@@]3(F)[C@@H](O)C[C@@]12C,-0.56
O=C(c1ccc(N2CCOCC2)nc1)N1CCN(C(c2ccccc2)c2ccccc2)CC1,-0.27
CC12CCC(=O)C=C1CCC1C2CCC2(C)C(C(=O)COC(=O)CCC(=O)O)CCC12 (stereo not drawn),-1.5
CCNc1nc(OC)cc(OC)n1,0.5
Cc1[nH]nc(N/N=C/c2ccccc2Cl)c1C(=O)O,2.9
Cc1ccnc(NC(c2ccc(N(C)C)cc2)c2ccc3cccnc3c2O)c1 (stereo not drawn),6.3
CCOc1cc(C2C(C(=O)OC)=C(C)NC3=C2C(=O)CC(c2ccc(Cl)cc2)C3)ccc1O (stereo not drawn),4.4
COc1ccc(NC(=O)CC2SC(=O)NC2=O)cc1 (stereo not drawn),1.9
C#CC(N)CCC(=O)O (stereo not drawn),-0.86
Cn1nc(NC(=O)C2CCC2C(=O)O)c2ccccc21 (stereo not drawn),0.82
COC(=O)c1ccc(C2Oc3ccccc3C3CC(c4ccccc4O)=NN32)cc1 (stereo not drawn),0.57
COc1ccc(OCc2nc(C#N)c(NCCc3ccccc3)o2)cc1,-1.5
C#CC1(NS(=O)(=O)c2cc(Cl)ccc2Cl)CCCCC1,-1.1
COc1ccc(-c2nnc3c4ccccc4c(C)nn23)cc1S(=O)(=O)N1CCC(C)CC1,2.1
COC(=O)CSC1=C(C#N)C(=O)NC(c2ccc(O)c(OC)c2)S1 (stereo not drawn),2.7
COc1cccc(CNCc2ccc3c(c2)OCO3)c1,0.54
O=C(NC(=S)Nc1ncn[nH]1)c1ccccc1,-0.39
Cc1cc(C(F)F)n2nc(C(=O)O)nc2n1,0.6
O=c1[nH]ccn(-c2c(F)cccc2F)c1=O,1.9
O=S(=O)(Nc1cccc(C(F)(F)F)c1)c1c(F)c(Br)cc(F)c1Br,0.03
CCOC(=O)c1c(NC(=S)NCc2ccccc2)sc2c1CCC(C)C2 (stereo not drawn),-0.88
CCOC(=O)c1ccc2c(c1)[C@@H]1C=CC[C@@H]1[C@H](c1cccnc1)N2,0.79
O=C1c2oc3ccc(F)cc3c(=O)c2C(c2cccc(O)c2)N1Cc1ccccc1 (stereo not drawn),0.78
O=C(CSC(=S)NNc1ccccc1)c1ccc(Cl)cc1,3.1*
COc1ccc(NC(=O)c2c(NS(=O)(=O)c3ccc(C)cc3)csc2C)cc1,2.7
CCOc1cccc(C2c3c(oc4ccccc4c3=O)C(=O)N2c2nnc(C(C)C)s2)c1 (stereo not drawn),-0.53
CCCCCCN(CCCCCC)C(=O)Cc1c(-c2ccc(F)cc2)[nH]c2ccccc12,-2.1
Nc1c(C(=O)Nc2cc(F)ccc2F)sc2nc(-c3cccs3)ccc12,-0.03
O=C1C2ON(c3ccccc3)C(c3cccnc3)C2C(=O)N1c1ccc(Cl)cc1 (stereo not drawn),-0.41
CCN1CCN(c2oc(-c3ccc(OC)cc3)nc2C#N)CC1,-0.52
CC1=C(C(=O)OCCc2ccccc2)C(c2ccc(F)cc2)C2=C(CC(C)(C)CC2=O)N1 (stereo not drawn),1.2
O=C1NCCCCC1NS(=O)(=O)c1cccs1 (stereo not drawn),-0.93
CCOC(=O)C1=C(C)NC(C)=C(C(=O)OCC)C1c1cccc(C)n1,-0.31
COc1cc(Sc2ccc(Cl)cc2)ccc1[N+](=O)[O-],-0.52
CCCCC(=O)N(c1ccc2oc(=O)sc2c1)S(=O)(=O)c1ccccc1,-0.63
Cc1ccc(C2CC(C(F)(F)F)n3nc(C(=O)NC(C)C)cc3N2)cc1 (stereo not drawn),-0.35
COC(=O)c1ccc(OCC(O)Cn2c[n+](C)c3ccccc32)cc1 (stereo not drawn),1.4
CC(C)(C)c1cc(C(c2ccccn2)N2CCOCC2)cc(C(C)(C)C)c1O (stereo not drawn),-0.14
CCCOC(=O)C1C2C=CC3(CN(Cc4ccccc4)C(=O)C13)O2 (stereo not drawn),2.4
CC1(C)CC(=O)C2=C(C1)c1c(ccc3ccccc13)NC2c1ccccc1 (stereo not drawn),3
CN(n1cnc2ccsc2c1=O)S(=O)(=O)c1ccc(Cl)cc1,0.02

# Assay outcomes deposited in PubChem BioAssay by Center for Chemical Genomics, University of Michigan.

# An excerpt, so the mix of outcomes need not match the whole.
